# Assay outcomes from PubChem BioAssay.
# MITF primary: MITF inhibitors, primary screen, biochemical, AlphaScreen, human | 0.91% of 650,000 active | AlphaScreen MITF homodimerization, bead proximity signal | inhibition, % at 2.6 µM | AID 1259374, 2018 | Microphthalmia-associated transcription factor (Homo sapiens), O75030; in the data active means inhibition above about 50%;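 further: 0% = vehicle wells with protein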
# Target sequence (O75030 whole entry, looked up): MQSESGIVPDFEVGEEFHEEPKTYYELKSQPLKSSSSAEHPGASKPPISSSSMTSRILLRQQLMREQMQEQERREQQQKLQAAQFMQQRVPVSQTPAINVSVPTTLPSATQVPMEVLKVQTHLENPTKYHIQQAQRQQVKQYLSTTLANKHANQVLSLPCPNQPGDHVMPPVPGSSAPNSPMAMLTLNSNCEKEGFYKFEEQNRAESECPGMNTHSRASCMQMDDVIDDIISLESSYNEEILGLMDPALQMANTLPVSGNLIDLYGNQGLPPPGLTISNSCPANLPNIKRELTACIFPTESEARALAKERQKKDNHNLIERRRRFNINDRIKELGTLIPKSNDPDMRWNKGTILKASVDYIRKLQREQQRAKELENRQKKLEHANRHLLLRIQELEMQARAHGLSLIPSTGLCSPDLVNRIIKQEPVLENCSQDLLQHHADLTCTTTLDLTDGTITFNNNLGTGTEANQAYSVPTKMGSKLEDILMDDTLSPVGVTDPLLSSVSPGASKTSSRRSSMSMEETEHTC
# FBW7 activator: FBW7 E3 ligase activators, primary screen, biochemical, AlphaScreen, human; normalized activity (activation), % at 26.1 µM; AID 1259310, 2017; 0.13% of 650,000 active; AlphaScreen FBW7–phospho-cyclin E peptide binding, activator screen; in the data active means normalized activity above about 1.9%;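 further: purified mutant Fbw7 with reduced substrate affinity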
# GPR151 activ: activators of human GPR151, primary screen, cell-based, PathHunter beta-arrestin, luminescence; G-protein coupled receptor 151 (Homo sapiens), Q8TDV0; 1% of 650,000 active; PathHunter beta-arrestin GPR151 cells; activation, % at 11.2 µM; in the data active means activation above about 4.9%;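 further: 0% = median of compound wells and 100% = cells with positive control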
# Target sequence (Q8TDV0 whole entry, looked up): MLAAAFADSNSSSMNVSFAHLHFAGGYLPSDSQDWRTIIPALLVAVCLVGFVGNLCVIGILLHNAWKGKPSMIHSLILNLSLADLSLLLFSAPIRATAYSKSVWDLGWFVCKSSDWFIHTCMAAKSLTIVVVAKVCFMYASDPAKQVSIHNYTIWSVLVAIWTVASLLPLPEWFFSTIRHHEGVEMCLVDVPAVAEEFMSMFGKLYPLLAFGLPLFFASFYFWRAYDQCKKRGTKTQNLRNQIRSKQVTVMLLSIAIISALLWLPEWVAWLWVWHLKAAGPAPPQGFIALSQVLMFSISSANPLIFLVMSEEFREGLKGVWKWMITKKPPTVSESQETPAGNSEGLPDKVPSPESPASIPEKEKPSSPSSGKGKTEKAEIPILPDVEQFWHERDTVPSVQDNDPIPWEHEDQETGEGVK
# TEAD-YAP block: TEAD-YAP interaction inhibition, primary screen, TEAD-YAP interaction inhibitor project, luminescence, HEK-TIYL cells. inhibition, % at 9.12 µM. 1.4% of 640,000 active. TEAD-Gal4/YAP UAS-luciferase luminescence; in the data active means inhibition above about 32%;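 further: 0% = median of test compound wells and 100% = reference inhibitor wells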
# Starred values were filed as active, the others as inactive; / = not tested or not shown.
SMILES	MITF primary	FBW7 activator	GPR151 activ	TEAD-YAP block
Cc1ccc(NC(=O)N2CCN(c3ccc(F)cc3)CC2)cc1	-4.6	-0.1	1.6	-4.0
COc1ccccc1NC(=O)Cn1c(=O)n(C2CCCCC2)c(=O)c2cccnc21	4.5	-0.1	2.4	9.7
CCOC(=O)c1sc(NC(=O)C(C)Sc2nnc(CNC(=O)Cc3ccccc3)n2-c2ccccc2OC)c(C(=O)OCC)c1C (stereo not given)	-0.2	0.0	0.2	0.2
CCOC(=O)CNC(=O)Cn1cnc2sc(C)c(S(=O)(=O)N3CCOCC3)c2c1=O	10.2	-0.1	1.1	-0.3
O=S(=O)(Cc1ccccc1Cl)N(Cc1ccsc1)Cc1ccccn1	10.1	0.2	0.6	-3.6
CC(=O)NC(Cc1ccc(F)c(F)c1)C(=O)NC1CCN(c2ncccc2[N+](=O)[O-])CC1 (stereo not given)	7.4	0.1	-0.6	-0.5
Cc1nc(C)n(CCc2nc3ccccc3[nH]2)n1	12.0	0.0	0.6	-37.9
CC(=O)c1ccc(N2C(=O)/C(=C/c3cccnc3)SC2=S)cc1	3.8	-0.3	-0.2	-5.8
C=CCn1c(=O)c(=O)n(C(C)C)c2ccc(C(F)(F)F)cc21	3.6	0.0	-1.4	-16.3
CN(Cc1ccccc1)C(=O)c1ccccc1F	10.7	0.4	0.1	-6.4
CCOC(=O)c1ccc(CN(Cc2ccccc2C)S(=O)(=O)c2ccc(F)cc2)cc1	-2.5	0.1	0.4	-3.7
CC(C(=O)O)N1C(=O)c2cccc3cccc1c23 (stereo not given)	9.5	-0.3	0.7	-15.7
O=C(COc1nsnc1N1CCOCC1)Nc1nc(-c2ccccc2)cs1	13.1	0.1	0.3	-5.3
O=C(CCNS(=O)(=O)c1ccc(Br)cc1)NCCc1ccccc1	-1.7	-0.1	-0.7	-0.3
COc1ccccc1-c1noc(C2CCN(S(=O)(=O)c3ccc(F)cc3)CC2)n1	-5.1	0.1	0.9	1.4
CCOC(=O)C1=C(C(F)(F)F)Nc2nnnn2C1c1cccc(OC)c1OC (stereo not given)	10.8	-0.1	-1.5	-1.4
Cc1ccc(NC(=O)CN2c3ccccc3CC2C)cc1F (stereo not given)	4.7	-0.1	-0.1	-6.8
Cc1nc2ccccn2c1C(=O)N(Cc1cccs1)Cc1cccn1C	2.6	-0.1	0.0	12.6
CC1CCCN(C(=O)CN2C(=O)NC3(CCSC3)C2=O)C1 (stereo not given)	4.2	-0.1	-1.5	-8.0
CCCOC(=O)c1ccc(-n2nnnc2SCC(=O)N2CCOCC2)cc1	-6.3	0.1	2.9	2.6

# Next section:
SMILES	MITF primary	FBW7 activator	GPR151 activ	TEAD-YAP block
Cc1ccc(Nc2nc(=O)[nH]nc2C)cc1C	5.0	-0.1	0.9	-4.7
O=C(Cn1cnc2sc3c(c2c1=O)CCCC3)N1CCc2ccccc2C1	-8.9	-0.1	-0.4	-4.5
COc1ccc(S(=O)(=O)N(CCc2ccccc2)CC(=O)N2CCOCC2)cc1C	13.7	0.0	-0.9	11.0
CNC(=O)c1ccc(-c2cccc(COC)c2)nc1NCC1CC1	21.0	1.2	0.1	6.5
c1cnc(N2CCN(c3ncccn3)CC2)nc1	6.9	0.5	-0.4	-16.0
C/C(=N/NC(=O)Cc1cccs1)c1ccc(C)cc1	-1.5	-0.1	1.7	-27.3
COc1ccc(OC)c(-c2noc(N3CCC(N4CCCCC4)CC3)n2)c1	0.3	-0.3	3.7	-12.2
CC1CN(CCC(=O)NCCc2cccnc2)Cc2ccccc2O1 (stereo not given)	1.9	0.0	0.2	2.6
CC1CCCC(NC(=O)C2N(Cc3cccnc3)C(=O)C3C(C(=O)Nc4ccc(F)c(Cl)c4)C4C=CC32O4)C1C (stereo not given)	-7.1	-0.1	-1.3	-1.0
CCN1CC=C2C(C#N)=C(N)C(C#N)(C#N)C(c3ccncc3)C2C1 (stereo not given)	-5.6	0.6	-1.0	1.1
COc1ccc(Cl)cc1NC(=O)CN1N=NC2C(=O)N(c3ccc(Cl)cc3)C(=O)C21 (stereo not given)	-5.6	0.0	0.0	14.1
NC(=O)CNC(=O)C1CCCc2c1[nH]c1ccc(Cl)cc21 (stereo not given)	-2.7	-0.2	-0.8	-0.6
CCCSc1nc2c3cc(OC)ccc3n(C)c2c(=O)n1CCO	-0.6	-0.1	0.8	-1.4
COc1ccc(/C=N/NC(=O)C(=O)NC(C)c2ccccc2)cc1 (stereo not given)	-4.4	-0.1	-0.7	-14.1
O=C(NC(=S)NC1CCCCCC1)c1cncc(Br)c1	-3.6	-0.1	-0.6	-61.3
CC1CCCN(c2nc3c(-c4ccccc4)nnn3c3ccccc23)C1 (stereo not given)	-3.3	0.1	-0.1	-9.8
CN(CC(=O)N1CCCCCC1)c1nnc(N2CCCC2=O)s1	7.7	0.0	0.0	3.2
CCOC(=O)c1cnc2cc(-c3cccc(F)c3)[nH]n2c1=O	-6.7	0.0	2.2	1.9
O=C(NNc1cccc2ccccc12)C(O)(c1ccccc1)c1ccccc1	1.4	0.0	-1.7	0.9
CN1/C(=C/C(=O)c2ccccc2)Sc2cc3c(cc21)OCO3	-0.1	0.0	0.0	-68.3

# The results go on.
SMILES	MITF primary	FBW7 activator	GPR151 activ	TEAD-YAP block
CC1(C)C(=O)Nc2ccccc2N1C(=O)Cn1cc(C(F)(F)F)cc(Cl)c1=O	12.0	0.1	2.9	0.6
CCOC(=O)C(/C=C/C=NCc1ccccc1)=C(\C)O	12.4	0.9	-1.7	4.1
CN(C)CCNC(=O)c1ccc2c(Cl)c3c(nc2c1)CCCC3	-1.6	-0.1	0.4	-10.5
CCN(c1cccc(C)c1)S(=O)(=O)c1ccc2[nH]cc(C(=O)N3CCOCC3)c(=O)c2c1	19.7	-0.7	0.1	8.4
COc1ccc(CCNC(=O)C(=O)NC2CCCCC2)cc1OC	3.8	0.0	4.1	-2.6
CCCCn1c(C(C)O)nc2ccccc21 (stereo not given)	-5.5	-0.1	3.6	4.3
COCC(=O)Nc1cc(CNC(=O)c2cn3ccccc3n2)cc(C(=O)OC)c1	-7.6	-0.1	-0.2	-14.1
O=C(ON1C(=O)c2cccc3cccc(c23)C1=O)c1ccco1	0.3	-0.2	0.3	2.2
CCN(C(=O)c1cccc([N+](=O)[O-])c1)c1cccc2ccccc12	15.6	0.5	-0.2	-7.2
Cc1nn2c(NCCCN3CCCC3=O)c3c(nc2c1-c1cccs1)CCC3	9.7	0.2	-1.1	2.6
CCCc1cc(=O)oc2c(OCC)c(OCC)ccc12	5.3	0.1	-0.4	-3.8
Nc1nc(NCCN2CCOCC2)cc(NCc2cccnc2)n1	10.8	0.3	1.2	-4.6
Cc1ccc(N2CCCn3c2nc2c3c(=O)[nH]c(=O)n2C)cc1	2.8	0.0	-0.2	0.5
O=C1CC(NCC2CCCO2)C(=O)N1c1ccc(Br)cc1 (stereo not given)	7.0	0.3	0.0	-0.4
CCCCn1c(CNC(=O)c2ccccc2F)nnc1SC(C)C(=O)Nc1sc(C(=O)OCC)c(C)c1C(=O)OCC (stereo not given)	-4.5	0.0	0.6	5.5
COc1ccc(S(=O)(=O)N2CCCCCC2)cc1C(=O)NC(C)C1CC2CCC1C2 (stereo not given)	-0.7	-0.1	-1.1	-8.8
CCn1c(=O)c(C(=O)/C(C#N)=C/c2ccc3c(c2)OCO3)c(N)n(Cc2ccccc2)c1=O	-10.8	-0.1	1.6	-3.9
COc1ccc(NC(=O)c2sc(=S)[nH]c2N)cc1	-4.3	-0.2	5.0*	-30.6
O=C(Nc1ccccc1C(=O)Nc1cccc2ccccc12)c1ccc([N+](=O)[O-])cc1	-9.9	0.0	1.6	-6.6
OC(COc1ccccc1CN1CCCC1)CN1CCc2ccccc2C1 (stereo not given)	-8.1	-0.1	8.9*	5.7

# Carrying on:
SMILES	MITF primary	FBW7 activator	GPR151 activ	TEAD-YAP block
O=S(=O)(/C=C/c1ccccc1)Oc1ccccc1	1.8	0.0	-0.1	-8.9
COc1ccc(F)cc1S(=O)(=O)Nc1ccc2ccccc2c1	-3.1	-0.2	0.1	3.6
CCCCC(=O)NC1(C(F)(F)F)C(=O)Nc2c1c(=O)[nH]c(=O)n2CCc1ccccc1 (stereo not given)	1.1	0.0	-0.4	12.8
C=CCOc1ccc(C2/C(=C(/O)c3ccc(OCC)c(C)c3)C(=O)C(=O)N2Cc2cccnc2)cc1 (stereo not given)	-18.7	0.0	6.6*	2.9
O=C(Nc1cccc(Cl)c1)c1cc(S(=O)(=O)N2CCOCC2)ccc1F	7.5	-0.1	-0.7	-1.8
O=C(Cc1cccs1)N/N=C/c1cccc(Cl)c1Cl	-3.4	-0.2	1.7	-24.0
CN(C)C(=O)C1C2NC(=S)N(c3ccc(Cl)cc3)C1(C)Oc1ccc(Br)cc12 (stereo not given)	31.2	-0.2	0.5	-4.5
CCOC(=O)C1=C(C)N=c2s/c(=C\c3ccc(C)cc3)c(=O)n2C1c1ccc(OC)cc1 (stereo not given)	0.7	-0.2	1.8	9.1
COc1ccc(OC)c(NC(=O)CN2C(=O)c3ccccc3S2(=O)=O)c1	18.2	1.3	0.1	-10.3
COC(=O)C(NC(=O)c1ccccc1)=C1CCCCC1	1.0	0.3	1.0	7.1
COc1cccc(/C=c2/sc3nc(=O)c(Cc4ccc(F)cc4)nn3c2=O)c1OC	11.5	1.0	0.5	8.6
Fc1ccc(-c2n[nH]c3ccc(-c4ncn[nH]4)cc23)cc1	-0.3	0.1	-0.3	29.7
Cc1ccc(CC2(CCC(=O)N3CCC(c4ccccc4F)C3)CCC(=O)N2)cc1 (stereo not given)	2.5	-0.2	0.3	7.0
COc1ccccc1NC(=O)C1=C(C)NC(SCC(=O)Nc2nccs2)=C(C#N)C1c1cccs1 (stereo not given)	7.4	0.4	0.8	-46.9
Oc1ccc(-c2cncc(-c3ccc(N4CCOCC4)cc3)n2)cc1	17.7	0.1	-0.2	-1.8
O=C(CSc1ncccn1)N1N=C(c2ccc(Cl)cc2)CC1c1ccco1 (stereo not given)	-7.9	-0.1	-1.2	-8.6
CCSc1c(-c2ccc3ccccc3n2)cnc2ccccc12	10.2	0.0	1.1	-34.8
CCc1ccccc1NC(=O)c1ccc(Br)o1	-8.4	-0.1	-0.8	-4.0
Cc1ccc(/C=C/C(=O)Nc2ccccc2Cl)o1	52.0*	0.2	-0.7	-44.0
COc1ccc2[nH]c(C(=O)c3ccccc3)cc2c1	2.7	0.0	2.2	/

# Next results.
SMILES	MITF primary	FBW7 activator	GPR151 activ	TEAD-YAP block
CC(C)CC(C)NC(=O)c1ccc(C(F)(F)F)cc1 (stereo not given)	-4.3	0.2	1.5	-17.0
CC(C)NC(=O)C(C#N)(Cc1ccc(C#N)cc1)Cc1ccc(C#N)cc1	18.2	0.5	-1.5	-15.8
CC(=O)Nc1cc(NC(C)=O)cc(C(=O)Nc2nc3c(s2)CCCC3)c1	5.6	-0.2	1.2	52.2*
O=c1c2c(-c3ccc(Cl)cc3)csc2nc2c3ccccc3c(N3CCOCC3)nn12	4.6	0.8	-0.8	7.3
CCCC12CN3CC(C)(CN(C1)C3c1ccc([N+](=O)[O-])o1)C2=O (stereo not given)	0.1	-0.1	0.5	3.8
O=C(Nc1ccccc1-c1nnn(CC(=O)N2CCc3ccccc3C2)n1)c1ccco1	-6.0	0.1	-0.4	7.9
CCCCCOc1ccc(C2CC(=O)CC(=O)C2C(=O)OCC)cc1 (stereo not given)	-1.8	-0.1	0.3	3.3
COCCNC(=S)N=Nc1c(O)[nH]c2ccccc12	27.0	0.1	0.0	2.0
O=C(CCc1c[nH]c2ccccc12)Nn1c(SCC(=O)c2ccc(F)cc2)nc2ccccc2c1=O	3.0	0.5	0.6	-1.3
O=C1/C(=C\c2ccc(OCc3cccc4ccccc34)cc2)SC(=Nc2ccccc2)N1Cc1ccccc1	4.5	0.0	0.0	-11.0
CC(C)(C)C(=O)CSc1nc2cc(C(=O)N3CCOCC3)ccc2c(=O)n1CCc1ccccc1	6.9	-0.1	0.2	-10.4
COc1ccc(CCNc2cc(NCc3cccnc3)nc(N)n2)cc1	7.8	-0.1	-2.2	6.6

# In the list so far, 6 contain a furan ring, fused or not:
SMILES	MITF primary	FBW7 activator	GPR151 activ	TEAD-YAP block
O=C(ON1C(=O)c2cccc3cccc(c23)C1=O)c1ccco1	0.3	-0.2	0.3	2.2
O=C(CSc1ncccn1)N1N=C(c2ccc(Cl)cc2)CC1c1ccco1 (stereo not given)	-7.9	-0.1	-1.2	-8.6
CCc1ccccc1NC(=O)c1ccc(Br)o1	-8.4	-0.1	-0.8	-4.0
Cc1ccc(/C=C/C(=O)Nc2ccccc2Cl)o1	52.0*	0.2	-0.7	-44.0
CCCC12CN3CC(C)(CN(C1)C3c1ccc([N+](=O)[O-])o1)C2=O (stereo not given)	0.1	-0.1	0.5	3.8
O=C(Nc1ccccc1-c1nnn(CC(=O)N2CCc3ccccc3C2)n1)c1ccco1	-6.0	0.1	-0.4	7.9

# The order is random. About 3.4% of those tested had a hit in this group.
